CHT inh – inhibitors of human choline transporter CHT; Q9GZV3; CHT-expressing cells, membrane potential dye, choline response; stronger effect = lower value; B-score at 10 µM; hit rate 0.86% among 310,000; AID 488975;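 active = B-score over 3 SD under the library average, and starting fluorescence ratio not unusually high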;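 note: choline stimulus applied at its EC90 after an EC20 pre-addition; B-score computed on integrated fluorescence ratio after choline addition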
Target sequence (Q9GZV3 whole entry, looked up): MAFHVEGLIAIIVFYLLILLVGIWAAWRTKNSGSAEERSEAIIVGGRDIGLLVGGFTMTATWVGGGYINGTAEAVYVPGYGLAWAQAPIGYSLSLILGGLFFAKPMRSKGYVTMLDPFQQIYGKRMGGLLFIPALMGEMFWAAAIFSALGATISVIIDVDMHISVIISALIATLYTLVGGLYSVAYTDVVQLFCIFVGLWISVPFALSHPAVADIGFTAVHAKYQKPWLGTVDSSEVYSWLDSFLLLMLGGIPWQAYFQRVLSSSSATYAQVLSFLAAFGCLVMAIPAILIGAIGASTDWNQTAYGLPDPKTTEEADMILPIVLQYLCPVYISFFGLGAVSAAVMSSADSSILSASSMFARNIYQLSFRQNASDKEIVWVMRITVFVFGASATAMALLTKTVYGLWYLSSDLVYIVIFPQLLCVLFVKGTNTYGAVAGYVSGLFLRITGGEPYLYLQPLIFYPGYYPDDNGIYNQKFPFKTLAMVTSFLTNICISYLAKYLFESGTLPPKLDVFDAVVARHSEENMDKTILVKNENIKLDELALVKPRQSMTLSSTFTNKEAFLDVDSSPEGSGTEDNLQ
CHT allo act – human CHT allosteric activation; Q9GZV3; CHT-expressing cells, membrane potential dye, choline EC20; stronger effect = higher value; LV-AA mutant CHT in HEK293 cells; B-score at 10 µM; hit rate 0.49% among 310,000;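 active = initial fluorescence not abnormally high and integrated response B-score, plate-corrected, over 3 SD above library mean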
* = called active by the depositor; i = inactive. Rows were taken by chance; 1.4% or so of the library scored in one or more.

SMILES	CHT inh	CHT allo act
CCOC(=O)N1CCN(C(=O)c2nn(-c3cc(OC)cc(OC)c3)c(=O)c3ccccc23)CC1	i	i
CCCc1nc(N2CCOCC2)c(C#N)c2c1CCCC2	i	i
COc1ccc(N2CCN(C(=O)C(OC(C)=O)c3ccccc3)CC2)cc1 (centres undefined)	i	i
CCN(C(=O)CSc1ncccc1C(=O)O)C1CCCCC1	i	i
COc1ccc(N(CC(=O)N/N=C/c2cccs2)S(=O)(=O)c2ccc(OC)c(OC)c2)cc1	i	i
COc1ccc(-c2noc(CCC(=O)Nc3cc(Cl)c(OC)cc3OC)n2)cc1	i	i
Cc1ccc(C(=O)NN2C(=O)CSC2=S)cc1	i	i
OCC1(Cc2ccccc2)CCCN(Cc2c[nH]c3ccccc23)C1 (centres undefined)	i	i
Cc1ccc(S(=O)(=O)c2ccc(NC(=O)c3c(F)cccc3F)cc2)cc1	i	i
Cc1ccc(C(C)C)c(OCCNC(=S)Nc2cccc3ccccc23)c1	i	i
CC(=O)Nc1ccc(S(=O)(=O)N2C3CCCC2CC(NC(=O)C2CCCCC2)C3)cc1 (centres undefined)	i	i
COCC(=O)Nc1ccc(S(=O)(=O)Nc2nccs2)cc1	i	i
COc1cccc(OCCNc2cc(N3CCCCC3)ccc2[N+](=O)[O-])c1	i	i
O=C(COC(=O)c1cccc(C(=O)OCC(=O)NCc2ccc(F)cc2)n1)NCc1ccc(F)cc1	i	i
C1=Nc2c(Nc3ccccc3)ncnc2Oc2ccccc21	i	i
O=C(CCCN1C(=O)/C(=C/c2cccs2)SC1=S)NNC(=O)c1ccccc1O	i	i
CCOC(=O)c1sc(=NC(=O)c2cccs2)n(C)c1C	i	i
O=C(O)[C@H](Cc1ccccc1)N1C(=O)c2c(Cl)c(Cl)c(Cl)c(Cl)c2C1=O	i	i
CC1CCC(NC(=O)CN(C)S(=O)(=O)c2ccc3c(c2)c(=O)n(C)c(=O)n3C)CC1 (centres undefined)	i	i
COc1cc(CN2CCNC(=O)C2CC(=O)NCc2csc(C(C)C)n2)cc(OC)c1 (centres undefined)	i	i
CCN(CC)CCNC(=O)C(=O)NCC1OCCN1S(=O)(=O)c1ccc(Cl)cc1 (centres undefined)	i	i
CCCN1CCC(NC(=O)c2cccc(Oc3ccccc3)c2)CC1	i	i
Cc1cccc(NC(=O)Nc2ccc(Cl)cc2)n1	i	i
CCCNCC1C(Oc2ccc(Cl)cc2)C(=O)N1c1ccccc1C (centres undefined)	i	i
CC1=NNC(=O)C1CC(=O)N/N=C(\C)c1cccs1 (centres undefined)	i	i
O=C(NC1CCCCC1)c1ccc(S(=O)(=O)c2ccccc2)cc1	i	i
O=C(NC1CCSc2ccccc21)c1cccc(OC(F)F)c1 (centres undefined)	i	i
Brc1ccc(OCc2ccccc2)c(CNCc2ccncc2)c1	i	i
CN(C)C(=O)c1snnc1-c1ccccc1	i	i
O=C(Nc1ccc2c(c1)OCCO2)C(=S)NCc1ccccc1	i	i
O=S(=O)(c1cccc(S(=O)(=O)N2CCOCC2)c1)N1CCCCCC1	i	i
OCc1nc2ccccc2n1CCOc1ccccc1	i	i
Cc1[nH]c2ccccc2c1C(=O)CSc1ncn[nH]1	i	i
NCCN1C(=O)S/C(=C\c2ccc3c(c2)OCO3)C1=O	i	i
COc1ccc(S(=O)(=O)N2CCN(C(=O)N3CCOCC3)C2C)cc1 (centres undefined)	i	i
C=CCn1c(SCc2nc3sc4c(c3c(=O)[nH]2)CCCC4)nc2ccccc2c1=O	i	i
Cc1cc(=O)[nH]c(SCC(=O)c2ccc(O)c(O)c2)n1	i	i
COc1ccc(NC(=O)CCNC(=O)c2ccco2)cc1S(=O)(=O)N(C)C	i	i
O=C(CNC(=O)Cc1ccccc1)NCC(=O)OCC(=O)c1ccc(Cl)cc1	i	i
Cc1cc(C)c(NC(=S)N2CCC(N(C)CC3CCCO3)CC2)c(C)c1 (centres undefined)	i	i

Full records, looked up by structure.
O=C(NC1CCCCC1)c1ccc(S(=O)(=O)c2ccccc2)cc1 in the list: CHT inh = i; CHT allo act = i
Cc1cccc(NC(=O)Nc2ccc(Cl)cc2)n1 in the list: CHT inh = i; CHT allo act = i

Going on with the list.
SMILES	CHT inh	CHT allo act
Cc1nn(C(=O)c2cccc([N+](=O)[O-])c2)c(C)c1Cl	i	i
CN(C)c1ccc(C(=O)Nc2nnc(C3=COCCO3)o2)cc1	i	i
NS(=O)(=O)c1ccc(NC(=O)COC(=O)C23CC4CC(CC(C4)C2)C3)cc1	i	i
CN(C(=O)Nc1ccccc1)n1cnc2ccccc2c1=O	i	i
O=C(O)c1cc(-c2cccs2)nn1-c1cccc(Cl)c1	i	i
Cc1ccc(S(=O)(=O)NC(=O)c2ccc(-c3ccc(-c4ccccc4)cc3)o2)c(C)c1	i	i
COc1ccccc1C(=O)Nc1ccc(C(=O)N2CCCC2)cc1	i	i
CC(=O)c1cccc(NC(=O)CN2C(=O)c3ccccc3C2=O)c1	i	i
CC(C)(C)N(Cc1cc2ccccc2[nH]c1=O)C(=O)c1cccc([N+](=O)[O-])c1	i	i
COC(=O)c1ccc(CSc2ccc3nnc(-c4cccc(F)c4)n3n2)o1	i	i
CC1=CC(C)(C)Nc2ccc(OC(=O)CN3C(=O)c4ccccc4C3=O)cc21	i	i
Clc1ccc(CSc2ncn(-c3ccccc3)n2)cc1	i	i
COCCCN(C(=S)Nc1c(C)cc(C)cc1C)C(C)c1ccncc1 (centres undefined)	i	i
C=CCn1c(SCC(=O)NCc2ccco2)nnc1C1CCCCC1	i	i
CC(C)c1nnc(NC(=O)c2cccnc2)s1	i	i
CCOc1ccc(S(=O)(=O)NCCC(=O)NC2CCCCC2)cc1	i	i
CCOC(=O)c1c(C(F)(F)F)nc2ncccn12	i	i
CCN(CC)S(=O)(=O)c1cccc(-c2nnc(SCC(=O)NC3CCCCCC3)n2N)c1	i	i
Cc1ccc2[nH]c(=O)cc(C(=O)OCC(=O)c3ccc(F)cc3)c2c1	i	i
CCCOc1ccc(C(=O)NCCCn2ccnc2)cc1	i	i

An excerpt of these results, with bars between the fields.
mol | CHT inh | CHT allo act
CN(C(=O)Nc1ccccc1)n1cnc2ccccc2c1=O | i | i
O=C(O)c1cc(-c2cccs2)nn1-c1cccc(Cl)c1 | i | i
Cc1ccc(S(=O)(=O)NC(=O)c2ccc(-c3ccc(-c4ccccc4)cc3)o2)c(C)c1 | i | i
COc1ccccc1C(=O)Nc1ccc(C(=O)N2CCCC2)cc1 | i | i
CC(=O)c1cccc(NC(=O)CN2C(=O)c3ccccc3C2=O)c1 | i | i
CC(C)(C)N(Cc1cc2ccccc2[nH]c1=O)C(=O)c1cccc([N+](=O)[O-])c1 | i | i
COC(=O)c1ccc(CSc2ccc3nnc(-c4cccc(F)c4)n3n2)o1 | i | i
CC1=CC(C)(C)Nc2ccc(OC(=O)CN3C(=O)c4ccccc4C3=O)cc21 | i | i
Clc1ccc(CSc2ncn(-c3ccccc3)n2)cc1 | i | i
COCCCN(C(=S)Nc1c(C)cc(C)cc1C)C(C)c1ccncc1 (centres undefined) | i | i
C=CCn1c(SCC(=O)NCc2ccco2)nnc1C1CCCCC1 | i | i
CC(C)c1nnc(NC(=O)c2cccnc2)s1 | i | i
CCOc1ccc(S(=O)(=O)NCCC(=O)NC2CCCCC2)cc1 | i | i
CCOC(=O)c1c(C(F)(F)F)nc2ncccn12 | i | i
CCN(CC)S(=O)(=O)c1cccc(-c2nnc(SCC(=O)NC3CCCCCC3)n2N)c1 | i | i
Cc1ccc2[nH]c(=O)cc(C(=O)OCC(=O)c3ccc(F)cc3)c2c1 | i | i

(further entries)
SMILES	CHT inh	CHT allo act
Cc1ccc(NC(=S)Nc2c(C)n(C)n(-c3ccccc3)c2=O)cc1Cl	i	i
O=C(NC(=S)Nc1ccc(CN2CCOCC2)cc1)c1ccc(-c2ccc(Br)cc2)o1	i	i
Cc1ccc(Nc2cccccc2=O)cc1	i	i
O=C(COC(=O)c1ccc2c(c1)OCCO2)NCc1ccccc1	i	i
CC(c1ccco1)N(C(=O)c1ccc(Cl)c([N+](=O)[O-])c1)c1ccccn1 (centres undefined)	i	i
COc1ccc(NC(=O)c2[nH]c(C)c(C(C)=O)c2C)cc1S(=O)(=O)Nc1ccc(Br)cc1	i	i
Nc1nc(SCc2ccc(Cl)cc2Cl)nc2nc3c(cc12)CCCC3	i	i
CN1CCN(C(=O)C2=C[C@H](C3CC3)C[C@H](OCc3ccc(CO)cc3)O2)CC1	i	i
Cc1cc(C)cc(NC(=O)c2cccc(NC(=O)C3C4CC5OC(=O)C3C5C4)c2)c1 (centres undefined)	i	i
O=C(CNCc1cccs1)Nc1cc(S(=O)(=O)N2CCCC2)ccc1Cl	i	i
CCOC(=O)c1c(C)n(S(=O)(=O)c2ccc(C)cc2)c2ccc(O)c(C(=O)O)c12	i	i
CCOc1ccc(CCNS(=O)(=O)c2c(C)nc3scc(C)n3c2=O)cc1OCC	i	i
CCOc1ccc(-c2n[nH]c(C)c2-c2ccccn2)c(O)c1	i	i
O=C(c1cc(F)ccc1F)C1CCCN(C(=O)CCCN2CCCCC2=O)C1 (centres undefined)	i	i
CCOc1ccccc1N(CC(=O)NC1CCCCC1)C(=O)c1nsc(Cl)c1Cl	i	i
COCCN(Cc1cc2cccc(C)c2n2nnnc12)C(=O)C(F)(F)F	i	i
CCc1ccc(NC(=O)CCCn2nc(CC)n3c(cc4occc43)c2=O)cc1	i	i
CN(C)c1ccc(N/C=C/C(=O)C(F)(F)F)cc1	i	i
CN(CC(=O)Nc1c(Cl)cccc1Cl)C(=O)CCc1nc2sc3c(c2c(=O)[nH]1)CCCC3	i	i
Cc1ccc(NC(=O)CNC(=O)Cc2cccc3ccccc23)nc1	i	i
COc1ccc(/C=C2/C(=O)ON=C2c2ccccc2)cc1OC	i	i
COc1ccc(NC(=O)/C(C#N)=C/c2ccc(Br)o2)cc1	i	i
COc1ccc2[nH]c(=O)c(C(c3nnnn3C3CCCC3)N3CCN(Cc4ccc5c(c4)OCO5)CC3)cc2c1 (centres undefined)	i	i
CCCc1nc2ccccc2n1CCc1ccccc1	i	i
CCc1ccccc1NC(=O)C(C#N)Cc1cccnc1 (centres undefined)	i	i
COc1ccc(C2CC2/C(=N/O)c2ccccn2)cc1 (centres undefined)	i	i
S=c1[nH]nc(-c2ccc3c(c2)OCO3)n1-c1ccccc1	i	i
O=C(NCCOC(=O)c1ccccc1C(=O)OCCNC(=O)c1cccnc1)c1cccnc1	i	i
CCCCOc1cccc(/C=C(\C#N)C(=O)NC2CC2)c1	i	i
CCOC(=O)C1CCN(S(=O)(=O)c2cn(C)c(C)n2)CC1	i	i
O=C(CN(CCCN1CCOCC1)C(=O)Cn1nnc(-c2ccc(F)cc2)n1)NC1CCCCC1	i	i
Cc1cc(C(F)F)n2ncc(C(=O)NCc3ccccc3C(F)(F)F)c2n1	i	i
Cc1cc(C)nc(/N=C(\N)Nc2ccc(OCc3ccccc3)cc2)n1	i	i
C/C(=N\N=C(N)N)c1cc(Cl)ccc1Cl	i	i
COc1ccc2nc(NC(=O)Cc3cccs3)sc2c1	i	i
NS(=O)(=O)c1cccc(NC(=O)COC(=O)CC2CC3CCC2C3)c1 (centres undefined)	i	i
CCCCn1c(=O)c(CCC(=O)OCC(=O)Nc2cccc3ccccc23)nc2ccccc21	i	i
O=C(CN(Cc1ccccc1)C(=O)c1cc2c(s1)CCC2)NCc1cccs1	i	i
S=c1[nH]ncn1/N=C/c1ccccn1	i	i
CCOC(=O)CNC(=O)CN1C(=O)CCS(=O)(=O)c2ccccc21	i	i
Cc1ccc(CCNC(=O)C2CC(c3cc(C(F)(F)F)cc(C(F)(F)F)c3)=NO2)cc1 (centres undefined)	i	i
CCSc1nc(-c2ccc(OC)cc2)cc(-c2ccccc2)c1C#N	i	i
CCC1CCCCN1CCCNC(=O)c1cn(C)c2ccc(S(=O)(=O)N3CCOCC3)cc2c1=O (centres undefined)	i	i
COc1ccc(/C=C/C(=O)NCC(=O)N/N=C(\C)Cc2ccccc2)cc1	i	i
CCO[C@H]1OC(C(=O)N2CCCCCCC2)=C[C@@H](C)[C@@H]1CCCO	i	i
CCc1ccc(C(=O)NN(C(=O)c2ccc(CC)cc2)C(C)(C)C)cc1	i	i
O=C(NNC(=O)c1ccccc1F)c1ccc2nc[nH]c2c1	i	i
COc1ccc(S(=O)(=O)N2CCc3ccccc32)cc1C(=O)Nc1ccc(C(N)=O)cc1	i	i
CC1CN(C)C(C)CC1OC(=O)C(c1ccccc1)c1ccccc1 (centres undefined)	i	i
COc1cc(C(=O)Nc2sc3c(c2C(=O)NCc2ccco2)CCCC3)cc(OC)c1OC	i	7.6*
CCCn1c(=O)c2c(C(F)(F)F)cc(-c3ccco3)nc2n(CCC)c1=O	i	i
CCn1cnc2cc(NCc3nc4ccccc4n3C)ccc21	i	i
CC(C)C[C@H]1CN=C(Nc2ccccc2)N1CCC(C)c1ccccc1 (some centres undefined)	i	i
COc1cccc(OCCc2c(C)n[nH]c2C)c1	i	i
Cc1onc(-c2ccccc2Cl)c1C(=O)OCc1cnc(Cl)s1	i	i
Cc1ccc(NC(=O)CSc2nc3ccccc3c(=O)n2Cc2cccs2)cc1	i	i
Cc1nn(CC(=O)N(C)C)c(=O)c2ccccc12	i	i
C(=N\Nc1nc2ccccc2s1)/c1ccccn1	i	i
Cc1ccc(NC(=O)CCn2ccc([N+](=O)[O-])n2)nc1	i	i
CC(=O)OCC(COC(C)=O)OC(C)=O	i	i
The results go on:
SMILES	CHT inh	CHT allo act
O=C1C2C3C=CC(C2C(=O)N1CCO)C1C(=O)N(CCO)C(=O)C31 (centres undefined)	i	i
CN(C)CCCN1C(=O)C(=O)/C(=C(/O)c2ccncc2)C1c1ccccc1 (centres undefined)	i	i
CC1(C)CC[C@]2(CO)[C@@H](O)C[C@]3(C)C(=CCC4[C@@]5(C)CC[C@H](O)C(C)(C)C5CC[C@]43C)[C@@H]2C1 (some centres undefined)	i	i
Cc1cccc(NC(=O)c2ccccc2OCC(=O)N2CCOCC2)c1C	i	i
CCn1c(SCc2nc(-c3ccc(OC)c(OC)c3)no2)nnc1-c1cccs1	-8.6*	i
COc1cc(/C=N/Nc2ccc(Cl)c(C(=O)O)c2)ccc1OC(=O)c1ccc(F)cc1	i	i

Assay outcomes: PubChem BioAssay, Johns Hopkins Ion Channel Center
